# Bioassay records from PubChem.
# PfHsp90 set2: reduces growth (ATP signal) of yeast expressing P. falciparum Hsp90. inhibition, % at 9.4 µM. S. cerevisiae expressing PfHsp90, BacTiter-Glo ATP, 48 h; yeast lacking PDR1 and PDR3 efflux regulators. 310,000 compounds, 0.32% hits. AID 504621;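 active = every replicate shows inhibition above about 80%, whatever the replicate mean, limit read from the data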;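 also: 0% = DMSO neutral controls and 100% = 20 µM radicicol positive controls; yeast relying on Plasmodium falciparum Hsp90 in place of its own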
# dFosB act: activators of mouse delta FosB homodimer | purified delta FosB, TAMRA-CDK5 oligo fluorescence polarization; percent of positive-control signal above neutral wells | 340,000 compounds, 0.99% hits | activation, % at 25 µM | AID 493131;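 active = mean activation above about 17%, with every replicate also reaching it, limit read from the data, passing the limit was not always enough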;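 also: fluorescence polarization rise as delta FosB binds a TAMRA Cdk5 AP-1 oligo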
# Keap1-Nrf2 PPI: Keap1-Nrf2 (human) interaction inhibition; Keap1 Kelch-Nrf2 peptide fluorescence polarization, 1536-well; inhibition, % at 9.4 µM; 340,000 compounds, 0.15% hits; AID 504523; in the data active = inhibition above about 12%;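 also: human Keap1 Kelch domain with fluorescein labeled Nrf2 9mer peptide probe; 0% = neutral control wells and 100% = peptide positive control; higher means more block of Keap1 binding to Nrf2 peptide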
# C-LANA FP: inhibitors of KSHV LANA C-terminal domain DNA binding | 340,000 compounds, 0.078% hits | MBP-C-LANA/FAM-LBS DNA binding, fluorescence polarization | inhibition, % at 9 µM | AID 504423;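 active = highest replicate inhibition at or above 60% at 9 µM, even if other replicates fall short; inactive = all replicates below 60% inhibition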;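 also: 0% = neutral control wells and 100% = 4 µM acridine orange control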
# CDK5 p35 inh: CDK5/p35 (human) kinase inhibition; Q00535+Q15078; inhibition, % at 10 µM; Recombinant CDK5/p35, ADP-Glo luminescence, 60 min; 330,000 compounds, 0.01% hits; AID 488839;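 active = highest replicate inhibition of at least 50% and at least 75% of replicates reaching 50%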;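 also: plate controls were DMSO neutral control for no effect and GW8510 at 10 µM for full effect; many of its hits are not listed in these tables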
# Target sequence (Q00535 whole entry, looked up): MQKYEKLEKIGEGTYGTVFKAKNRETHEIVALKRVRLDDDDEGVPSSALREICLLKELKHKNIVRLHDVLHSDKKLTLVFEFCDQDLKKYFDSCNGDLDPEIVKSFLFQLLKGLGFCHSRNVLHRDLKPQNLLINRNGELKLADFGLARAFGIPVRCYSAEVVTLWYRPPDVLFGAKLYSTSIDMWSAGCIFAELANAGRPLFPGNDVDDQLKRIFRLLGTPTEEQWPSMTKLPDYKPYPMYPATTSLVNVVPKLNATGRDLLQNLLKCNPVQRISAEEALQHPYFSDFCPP
# Target sequence (Q15078 whole entry, looked up): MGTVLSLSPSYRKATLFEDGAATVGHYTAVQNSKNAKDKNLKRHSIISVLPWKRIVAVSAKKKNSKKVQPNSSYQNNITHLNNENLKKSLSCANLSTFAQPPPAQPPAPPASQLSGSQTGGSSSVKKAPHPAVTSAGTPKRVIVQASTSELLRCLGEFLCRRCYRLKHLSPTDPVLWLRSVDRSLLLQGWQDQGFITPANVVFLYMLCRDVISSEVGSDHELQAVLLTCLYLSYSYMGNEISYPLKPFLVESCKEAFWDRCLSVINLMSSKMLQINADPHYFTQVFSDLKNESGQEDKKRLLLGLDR
# cardiac RTF act: cardiac RTF calcium sensitization; IANBD-labeled TnC RTF fluorescence at EC20 calcium; 0% EC20 calcium, 100% full calcium; activation, % at 7.2 µM; 340,000 compounds, 0.24% hits;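 active = activation above the mean over all tested compounds plus 3 SD, cut at about 30% in these data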;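 also: rise in fluorescence read as greater calcium sensitivity of cardiac thin filaments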
# PvdQ acylase: blocks Pseudomonas aeruginosa PvdQ acylase activity | purified PvdQ acylase, fluorescence plate reader | AID 488965 | inhibition, % at 10 µM | 340,000 compounds, 0.063% hits; in the data active = inhibition above about 30%, passing the limit was not always enough;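 also: 0% = vehicle neutral wells and 100% = reference inhibitor wells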
# Rtt109 HAT inh: C. albicans Rtt109 histone acetyltransferase inhibition | Q5AAJ8 | purified Rtt109/Vps75, ThioGlo CoA-SH fluorescence, 4 h | inhibition, % at 34.9 µM | 330,000 compounds, 0.16% hits | AID 540336;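 active = inhibition of at least 50% in every replicate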
# Target sequence (Q5AAJ8 whole entry, looked up): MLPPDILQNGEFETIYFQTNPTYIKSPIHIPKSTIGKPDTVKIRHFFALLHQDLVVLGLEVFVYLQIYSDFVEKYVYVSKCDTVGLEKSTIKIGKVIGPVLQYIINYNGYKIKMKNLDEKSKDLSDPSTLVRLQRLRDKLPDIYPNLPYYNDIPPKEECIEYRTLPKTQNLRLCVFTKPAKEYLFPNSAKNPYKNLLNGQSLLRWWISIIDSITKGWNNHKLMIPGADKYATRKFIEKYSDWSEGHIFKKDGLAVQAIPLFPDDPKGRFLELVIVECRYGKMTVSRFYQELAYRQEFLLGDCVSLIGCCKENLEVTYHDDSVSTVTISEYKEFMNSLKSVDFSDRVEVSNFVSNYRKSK
# NSD2 HMT inh: inhibitors of human histone methyltransferase NSD2 | NSD2 peptide methylation, AlphaScreen, 120 min | inhibition, % at 12.5 µM | 310,000 compounds, 0.54% hits | AID 743445; in the data active = inhibition above about 50%
# Mot1-301 SUMO: SUMOylation pathway inhibition by Mot1-301 growth rescue; growth rescue, % at 18.8 µM; 320,000 compounds, 1% hits; S. cerevisiae Mot1-301 growth rescue, ATP luminescence, 38.5C; percent above DMSO median, 100 means doubled; AID 2716;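 active = every valid replicate shows activation above 250% relative to neutral control wells; inactive = the rest, any valid replicate at or below 250%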;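 also: OY570 slx delta 5 strain wells were the positive control but not used for scaling; some compounds called inactive have numbers as strong as hits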
# RTF Ca sens inh: cardiac RTF calcium desensitization | P19429+P45379 | IANBD-labeled cardiac RTF, Ca2+ fluorescence | 340,000 compounds, 0.12% hits | inhibition, % at 7.15 µM;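 active = inhibition above the mean inhibition of all tested compounds plus 3 SD, cut at about 17% in these data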;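 also: assay run at fixed EC70 calcium of 1.6 mM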
# Numbers without * were called inactive; . = not tested or not shown.
Structure,PfHsp90 set2,dFosB act,Keap1-Nrf2 PPI,C-LANA FP,CDK5 p35 inh,cardiac RTF act,PvdQ acylase,Rtt109 HAT inh,NSD2 HMT inh,Mot1-301 SUMO,RTF Ca sens inh
Cc1c(NC(=O)CSc2ccc(Cl)cc2)cccc1-c1nc2ncccc2o1,-39,-8,-4,1.0,-0.9,-2,-11,4,-7,8,5
CNc1nc(C)c(C#N)c(-c2ccccc2)c1C(C)=O,2,-3,-5,0.3,-0.8,1,2,-1,-1,-8,1
CC(=O)c1sc(NC(=O)c2ccc(Cl)cc2)nc1C,-6,34*,-6,2.5,0.6,-5,-3,1,4,93,-5
Cc1cc(C(F)F)nn1CC(=O)NC1C(=O)N2C(C(=O)O)=C(CSc3nnnn3C)CSC12 (centres undefined),5,-5,0,1.0,-0.2,3,-11,9,1,-6,-4
COc1ccc(/C=C/C(=O)Nc2cc(S(=O)(=O)N3CCCCC3)ccc2N2CCCCC2)cc1OC,-22,2,-6,-0.6,1.2,-4,-6,0,-2,-8,-4
COc1ccc(-n2c(C)cc(C(=O)CN3C(=O)NC4(CCc5ccccc54)C3=O)c2C)cc1 (centres undefined),25,1,-3,2.8,1.1,-2,2,2,-2,2,-1
O=[N+]([O-])c1cc(C(F)(F)F)ccc1NCCc1c[nH]c2ccccc12,20,-6,0,-0.5,1.5,-1,-2,0,2,0,-3
CN(C)c1nc(C(=O)OCCO)nc(N(C)C)n1,14,1,0,0.9,-1.3,0,-15,-2,-4,5,1

# Molecules listed so far with four or more nitrogen atoms (2):
Structure,PfHsp90 set2,dFosB act,Keap1-Nrf2 PPI,C-LANA FP,CDK5 p35 inh,cardiac RTF act,PvdQ acylase,Rtt109 HAT inh,NSD2 HMT inh,Mot1-301 SUMO,RTF Ca sens inh
Cc1cc(C(F)F)nn1CC(=O)NC1C(=O)N2C(C(=O)O)=C(CSc3nnnn3C)CSC12 (centres undefined),5,-5,0,1.0,-0.2,3,-11,9,1,-6,-4
CN(C)c1nc(C(=O)OCCO)nc(N(C)C)n1,14,1,0,0.9,-1.3,0,-15,-2,-4,5,1

# Random excerpt: 3 compounds from above, in no set order.
Structure,PfHsp90 set2,dFosB act,Keap1-Nrf2 PPI,C-LANA FP,CDK5 p35 inh,cardiac RTF act,PvdQ acylase,Rtt109 HAT inh,NSD2 HMT inh,Mot1-301 SUMO,RTF Ca sens inh
Cc1cc(C(F)F)nn1CC(=O)NC1C(=O)N2C(C(=O)O)=C(CSc3nnnn3C)CSC12 (centres undefined),5,-5,0,1.0,-0.2,3,-11,9,1,-6,-4
CN(C)c1nc(C(=O)OCCO)nc(N(C)C)n1,14,1,0,0.9,-1.3,0,-15,-2,-4,5,1
Cc1c(NC(=O)CSc2ccc(Cl)cc2)cccc1-c1nc2ncccc2o1,-39,-8,-4,1.0,-0.9,-2,-11,4,-7,8,5

# The list goes on:
Structure,PfHsp90 set2,dFosB act,Keap1-Nrf2 PPI,C-LANA FP,CDK5 p35 inh,cardiac RTF act,PvdQ acylase,Rtt109 HAT inh,NSD2 HMT inh,Mot1-301 SUMO,RTF Ca sens inh
O=C1C(Oc2ccccc2)C(c2cccs2)N1Cc1ccc2c(c1)OCO2 (centres undefined),14,0,-2,-0.1,-2.4,1,-6,2,-3,-5,0
COc1ccc(CCNC(=O)C2CCCN(S(C)(=O)=O)C2)cc1 (centres undefined),-31,1,0,0.8,-3.4,1,-5,5,-1,-6,2
O=S(=O)(Nc1ccc(C(F)(F)F)cc1)c1cnc[nH]1,2,-4,-8,1.5,0.2,5,-22,4,-3,-7,1
CCOc1ccc(S(=O)(=O)N(C)c2ccc(OCC(=O)NCC3CCCO3)cc2)cc1 (centres undefined),.,-8,-2,0.1,1.3,3,-16,2,-3,4,-10
O=c1[nH]c(SCc2nc3ccccc3c(=O)n2-c2ccccc2C(F)(F)F)nc2ccccc12,-7,-6,2,-0.3,0.3,-7,-3,12,1,-5,1
COc1ccc(-c2noc(CSc3nnc(CCc4ccccc4)n3-c3ccccc3)n2)cc1OC,4,-14,-7,0.1,-0.6,10,-24,.,-1,5,-5
COc1cc2c(cc1OC)C(c1ccc(SC)cc1)CC(=O)N2 (centres undefined),-2,-10,0,-0.7,0.7,4,-20,-1,13,666*,-3
COc1ccc(-c2nnc3ccc(SCC(=O)Nc4nccs4)nn23)cc1OC,-13,-8,-3,0.3,1.4,4,-17,-17,1,-5,-15
O=C(NCc1ccccc1Cl)c1ccc2c(=O)n(CC3CCCO3)c(=S)[nH]c2c1 (centres undefined),-33,1,2,0.3,0.5,-9,-5,-12,-1,-8,-4
O=C(NCc1cccs1)c1cc(-c2ccccc2)nc2ccccc12,16,-8,-4,0.1,0.3,6,-10,7,-1,10,0
Cc1ccc(S(=O)(=O)N2CCCCC2)cc1C(=O)NCCc1ccccc1,4,-7,-3,-2.2,0.9,0,2,12,-3,6,-4
Cc1ccc(S(=O)(=O)c2ncccc2N)cc1,1,3,0,1.5,-1.6,1,-19,-5,0,320,-7
COc1ccccc1C1CC(c2ccc(NS(C)(=O)=O)cc2)=NN1S(=O)(=O)c1ccccc1 (centres undefined),9,-3,-4,-0.9,0.7,-5,-11,22,0,-3,-3
COc1ccc(C(=O)N2CCCC(c3nc(-c4ccc(OC)c(OC)c4)no3)C2)c(OC)c1 (centres undefined),7,-10,-1,-0.3,1.0,-4,4,-2,3,28,-10
COc1ccc(C(CC(=O)Nc2ccc(C)cc2)NC(=O)C(F)(F)F)cc1 (centres undefined),23,4,-4,-0.1,-5.8,2,-14,6,-3,-1,-1
COc1ccc(NC(=O)CSCC(=O)N2CCCc3ccccc32)cc1,-6,-7,0,-4.6,1.2,-1,-8,5,1,-24,-6

# (more compounds)
molecule	PfHsp90 set2	dFosB act	Keap1-Nrf2 PPI	C-LANA FP	CDK5 p35 inh	cardiac RTF act	PvdQ acylase	Rtt109 HAT inh	NSD2 HMT inh	Mot1-301 SUMO	RTF Ca sens inh
Cc1ccc2ccc(S(=O)(=O)n3nc(C)cc3C)cc2c1	-20	-1	3	1.6	7.1	1	9	10	0	7	9
CCCC(=O)N1CCN(c2ccc(NC(=O)c3ccccc3)cc2)CC1	.	-8	1	0.6	-0.7	9	-5	3	2	25	-13
CCN(CC)CCCN(Cc1cc2cc3c(cc2[nH]c1=O)OCO3)C(=S)Nc1ccccc1	63	-4	-4	-0.6	2.2	6	-1	8	41	2	-10
CCOC(=O)c1c(C)c(C#N)c2c3ccccc3ccn12	-1	3	-3	0.4	1.3	1	-7	-9	-8	131	6
Cn1c(=O)oc2cc(S(=O)(=O)N3CCC(C(=O)N4CCc5ccccc5C4)CC3)ccc21	4	-4	-1	0.2	-6.7	7	-7	5	.	-13	-8
CCCNC(=O)CSc1ccc(S(=O)(=O)N2CCCCC2)cn1	-10	7	0	-0.3	-2.6	2	-16	5	1	.	-1
COCCN(C(=O)CC1OC(=O)c2ccccc21)c1c(N)n(Cc2ccccc2)c(=O)[nH]c1=O (centres undefined)	-5	0	2	-1.6	-0.6	2	-13	-4	-1	-7	-9
O=[N+]([O-])c1ccc2c(c1)CCN2	2	-6	-4	31	1.0	0	5	-14	0	.	4
Cc1nnc(Sc2c(-c3ccccc3)c3ccc(Cl)cc3[nH]c2=O)s1	-2	-20	1	1.5	-0.4	-4	-2	2	0	-24	-8
Cc1c([N+](=O)[O-])cc(C(=O)Oc2cccc(C(=S)N3CCOCC3)c2)cc1[N+](=O)[O-]	8	-4	-7	0.5	2.1	1	12	.	0	-7	11
O=C1NC2=C(C(=O)CCC2)C(c2ccccc2[N+](=O)[O-])N1 (centres undefined)	12	-8	0	7.8	-0.8	1	-6	-11	5	5	1
COc1ccc(C(=O)Nc2ccc3[nH]ccc3c2)cc1	9	4	0	0.5	5.9	2	3	8	3	18	-6
O=S(=O)(Cc1ccccc1)N1CCC(N2CCN(c3ccccc3)CC2)CC1	-8	3	1	-1.3	1.8	4	-10	-6	0	-21	-18
CCOC(=O)CN1N=C(c2ccc(Cl)s2)CSC1=O	-32	-6	-1	-2.7	0.9	-4	-11	-5	-1	0	5
O=C(NCCCN1CCOCC1)c1cc(-c2ccc(O)cc2)on1	-3	-5	-2	1.7	-0.9	-3	11	1	.	5	-1
COc1ccc(-c2ncncc2-c2ccc(OC)c(OC)c2)c(O)c1	0	-1	-1	0.3	2.6	1	-10	0	4	-8	1
COC(=O)c1ccccc1SC1CC(=O)N(c2ccccc2)C1=O (centres undefined)	-8	-1	-1	0.8	-1.8	0	-5	18	1	23	-12
CCOc1ccc(C(=O)NC(C(=O)NCCc2ccc(OC(F)F)cc2)C(C)C)cc1 (centres undefined)	-4	-16	-8	1.0	-6.5	3	-2	-1	1	-19	4
CCCn1c(SCC(=O)Nc2ccc(Cl)cc2)n[nH]c1=O	-2	-1	-1	0.9	0.1	-3	-7	8	-4	92	1
O=C(c1nc2ccc(Cl)cn2c1CN1CCC[C@H]1CO)N1CCCCCCC1	-38	-2	2	13	-2.9	13	-18	4	0	-15	-17
Cc1csc(OCc2ccc(C#N)cc2)n1	.	4	0	2.5	-1.6	-4	1	.	-1	-20	3
COc1ccc(OCC(=O)Nc2ccc3c(c2)nc(CCN2CCOCC2)n3C)cc1	39	1	0	0.0	-0.1	-3	-12	1	.	0	-2
CC(C)(C)C(=O)Nc1ccc(C(=O)NNC(=O)c2ccccc2)cc1	-6	0	2	-1.2	1.1	-2	6	16	-1	-12	-6
COCCN(CC(=O)Nc1cccc(C)c1C)C(=O)c1cc(-c2ccncc2)nc2ccccc12	0	-9	-3	0.2	-9.0	6	-15	-14	3	-19	-13
COC(=O)c1sc2nc(CN3CCN(c4cccc(C(F)(F)F)c4)CC3)[nH]c(=O)c2c1C	4	-5	-10	1.2	-3.1	4	4	.	4	-28	2
O=C1N/C(=C/c2ccc(N3CCCC3)cc2)C(=O)N1c1ccccc1	-54	-3	-4	-1.2	-3.4	6	-9	0	-2	-4	-8
Cc1cccc(OCCCC(=O)O)c1C	-84	5	1	0.5	2.2	-4	3	2	-7	3	-5
CC(=O)c1cccc(NC(=O)CNC(=O)c2cc3ccccc3o2)c1	-16	11	0	-3.7	-0.5	-1	1	-12	-4	12	-2
